PfHsp90 yeast 2 = inhibits growth of yeast expressing Plasmodium falciparum Hsp90 | 310,000 compounds, 0.32% hits | S. cerevisiae expressing PfHsp90, BacTiter-Glo ATP, 48 h; yeast lacking PDR1 and PDR3 efflux regulators | AID 504621 | inhibition, % at 9.4 µM;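 active means every replicate shows inhibition above about 80%, whatever the replicate mean, limit read from the data; inconclusive means mean inhibition reaches the set limit but some replicate falls short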;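 further: 0% = DMSO neutral controls and 100% = 20 µM radicicol positive controls; yeast relying on Plasmodium falciparum Hsp90 in place of its own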
DAGLB inh = diacylglycerol lipase beta (human) inhibition; Q8NCG7; HEK293T DAGLB membrane lysate, EnzChek fluorogenic substrate; inhibition, % at 5.17 µM; 340,000 compounds, 0.059% hits; in the data active means inhibition above about 34%;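 further: 0% = enzyme with vehicle and 100% = wells lacking enzyme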
Target sequence (Q8NCG7 whole entry, looked up): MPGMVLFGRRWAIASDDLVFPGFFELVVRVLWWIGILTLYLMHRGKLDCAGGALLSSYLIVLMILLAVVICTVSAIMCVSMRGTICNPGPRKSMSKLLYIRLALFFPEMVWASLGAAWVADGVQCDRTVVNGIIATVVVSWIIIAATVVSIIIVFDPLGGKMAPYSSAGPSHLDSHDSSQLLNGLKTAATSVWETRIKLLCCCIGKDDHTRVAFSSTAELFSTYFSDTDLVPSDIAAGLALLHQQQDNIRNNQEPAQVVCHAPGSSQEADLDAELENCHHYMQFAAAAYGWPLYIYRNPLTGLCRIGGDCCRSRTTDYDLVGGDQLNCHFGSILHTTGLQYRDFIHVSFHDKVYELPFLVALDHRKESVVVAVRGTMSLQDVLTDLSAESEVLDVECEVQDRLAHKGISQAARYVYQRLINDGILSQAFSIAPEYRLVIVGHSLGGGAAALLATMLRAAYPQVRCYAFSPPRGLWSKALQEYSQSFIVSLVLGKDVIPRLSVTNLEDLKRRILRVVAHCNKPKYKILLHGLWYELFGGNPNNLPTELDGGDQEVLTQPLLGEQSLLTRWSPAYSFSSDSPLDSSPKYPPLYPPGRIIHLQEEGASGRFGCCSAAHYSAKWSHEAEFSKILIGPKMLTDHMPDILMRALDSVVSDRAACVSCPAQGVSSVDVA
Rtt109 HAT inh = inhibitors of Candida albicans Rtt109/Vps75 histone acetyltransferase | Q5AAJ8 | purified Rtt109/Vps75, ThioGlo CoA-SH fluorescence, 4 h | inhibition, % at 34.9 µM | 330,000 compounds, 0.16% hits | AID 540336;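 active means inhibition of at least 50% in every replicate; inconclusive means best replicate reaches 50% inhibition but some replicates fall short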
Target sequence (Q5AAJ8 whole entry, looked up): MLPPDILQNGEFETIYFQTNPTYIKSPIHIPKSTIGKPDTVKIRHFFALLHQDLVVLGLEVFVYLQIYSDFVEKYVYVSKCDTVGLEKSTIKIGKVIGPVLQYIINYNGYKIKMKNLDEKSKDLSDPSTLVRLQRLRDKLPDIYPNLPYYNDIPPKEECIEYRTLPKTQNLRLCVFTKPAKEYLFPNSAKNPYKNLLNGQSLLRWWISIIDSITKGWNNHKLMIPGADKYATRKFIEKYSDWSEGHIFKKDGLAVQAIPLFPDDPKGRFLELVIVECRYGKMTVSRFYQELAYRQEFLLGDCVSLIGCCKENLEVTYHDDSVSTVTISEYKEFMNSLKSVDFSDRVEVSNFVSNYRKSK
Wnt bcat act = Wnt/beta-catenin pathway activation; Wnt/beta-catenin reporter cell assay, activator, plate reader; activation, % at 9.35 µM; 300,000 compounds, 1.2% hits; in the data active means activation above about 30%, passing the limit was not always enough; inconclusive means no clear call, values can overlap the other calls;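 further: 0% = neutral control wells and 100% = positive control wells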
Tat transport = inhibitors of E. coli Tat protein transport | E. coli MC4100 TorA-mCherry Tat export, fluorescence | inhibition, % at 10 µM | 340,000 compounds, 0.036% hits | AID 488895;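 active means mean replicate inhibition at least 50% and at least half of replicates individually reaching 50%; inconclusive means only one of the two criteria met; inactive means neither criterion met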;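 further: exported cargo escapes ClpAP degradation while cytoplasmic cargo is degraded and loses fluorescence; 0% = median of neutral control wells and 100% = median of NaSCN control wells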
CAL PDZ FP = blocks peptide binding to human CAL PDZ domain; inhibition, % at 20 µM; 330,000 compounds, 0.02% hits; purified CAL PDZ, TMR-peptide fluorescence polarization, 1 h; AID 504414; Q9HD26;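 active means highest replicate inhibition of at least 40%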;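 further: plate controls were DMSO neutral control wells for no effect and unlabeled competitor peptide control wells for full effect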
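material = purified tagged CAL PDZ domain construct (CerCALP) | compound dosing = 20 µM, one dose | times = 1 h at RT | measured by = fluorescence polarization from S- and P-plane intensities, G-factor corrected | read-out = inhibition from polarization loss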
AddAB inh = less growth of phage-infected E. coli with AddAB; E. coli expressing H. pylori AddAB, absorbance growth; inhibition, % at 11.9 µM; 330,000 compounds, 0.29% hits; AID 435030; in the data active means inhibition above about 12%;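 further: 0% = vehicle wells of infected cells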
PvdQ acylase = blocks Pseudomonas aeruginosa PvdQ acylase activity; purified PvdQ acylase, fluorescence plate reader; inhibition, % at 10 µM; 340,000 compounds, 0.063% hits; in the data active means inhibition above about 30%, passing the limit was not always enough; inconclusive means no clear call, values can overlap the other calls;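 further: 0% = vehicle neutral wells and 100% = reference inhibitor wells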
phage Ecoli inh = E. coli growth loss with phage present | 360,000 compounds, 0.26% hits | inhibition, % at 11.9 µM | AID 651602 | growth absorbance; in the data active means inhibition above about 11%
Ecoli viability = reduces bacterial viability in AddAB counter-screen | 330,000 compounds, 0.27% hits | E. coli V3065 growth, OD600 absorbance, 18 h | AID 449728 | inhibition, % at 11.9 µM;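 active means inhibition above the campaign's mean inhibition across all tested compounds plus 3 SD, cut at about 9.9% in these data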;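 further: uninfected addAB+ strain grown without phage in ampicillin broth; 0% = DMSO wells and 100% = ciprofloxacin 0.95 µg/ml wells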
* = called active by the depositor; u = inconclusive; x = no result given.

SMILES	PfHsp90 yeast 2	DAGLB inh	Rtt109 HAT inh	Wnt bcat act	Tat transport	CAL PDZ FP	AddAB inh	PvdQ acylase	phage Ecoli inh	Ecoli viability
C1=Cc2ccccc2Nc2ccccc21	14	1	-9	4	0	-0.1	1.2	7	-1.2	0.4
Cc1ccc2c(c1)-c1c(cnn1CC(=O)NC(C)CCc1ccco1)CO2 (stereo not drawn)	4	-4	3	-13	8	0.9	-3.6	-18	2.7	-3.4
O=C(CSC1=NNC(c2ccccn2)S1)Nc1ccccc1 (stereo not drawn)	9	8	1	-1	-15	-1.9	13*	-17	11*	9.4
COc1ccc(S(=O)(=O)N2CCN(Cc3cc(OC)c(O)c(OC)c3)CC2)cc1	-8	0	10	-1	2	-0.7	1.0	-6	0.8	-1.8
Cc1ccc(C(=O)O/N=C(\N)Cc2cccs2)c(Cl)c1	5	-13	-4	x	6	-2.1	-1.2	-4	x	-2.2
COc1cc(OC)cc(C(=O)NC(C(=O)N2CCc3ccccc3C2)C(C)C)c1 (stereo not drawn)	-88	-2	2	-3	-3	-0.7	5.5	-13	0.9	-0.9
CCCC(C)NC(C)C(=O)NC1CCCC1 (stereo not drawn)	-7	1	-6	x	14	-0.4	0.5	-5	2.8	-1.8
CCOCCCn1c(=S)[nH]c2ncccc2c1=O	0	2	3	x	-5	-4.4	0.5	-13	2.4	0.5
COc1ccc(CCC(=O)Nc2cccc(S(=O)(=O)N3CCCCCC3)c2)cc1OC	4	1	-5	-2	-2	-0.1	1.7	-8	0.6	0.7
CN(CC(=O)Nc1c(Cl)cccc1Cl)C(=O)Cc1ccc2c(c1)CCC2	19	1	0	0	4	-1.8	-1.9	-12	1.8	0.1
CCN1CCN(C(=S)c2ccc(SC)cc2)CC1	-26	0	0	x	2	-1.5	0.6	-12	1.1	0.9
COc1ccc(C#Cc2c(-c3ccc(OC)cc3)oc3ccc(-c4ccc(OC)cc4)cc23)cc1	-14	-1	2	-2	3	-1.4	2.9	-24	0.5	2.7
Cc1nn(CCc2nn[nH]n2)c2nc(-c3ccccc3)cc(C(F)(F)F)c12	4	8	9	-1	11	-2.3	-0.6	-2	2.2	-0.3
O=C(CCNC(=O)Cn1ccc2ccccc2c1=O)NCCCN1CCN(c2ccccc2F)CC1	-5	-2	-7	x	2	-2.0	2.6	-9	3.0	-0.6
CCOC(=O)N1CCN(C(=O)Cn2nc(C)c3sc4ccccc4c3c2=O)CC1	1	-2	0	0	-4	-1.2	1.5	-16	0.7	1.2
CC1CC(C)CN(C(=O)c2ccc(S(=O)(=O)N3CC(C)CC(C)C3)cc2)C1 (stereo not drawn)	13	-8	8	-3	4	-0.3	2.0	-14	3.0	1.9
CC(=O)c1cccc(OCC(=O)Nc2cc(Cl)ccc2-n2cncn2)c1	6	3	4	0	-4	-2.5	3.1	-12	0.6	1.4
CN(CC(=O)N1CCC(C(N)=O)CC1)S(=O)(=O)c1ccc2ccccc2c1	-3	0	5	-1	-5	-1.7	4.0	16	-2.1	3.0
CCC(O)CC(C(=O)NNc1ccccc1)C(=O)NNc1ccccc1 (stereo not drawn)	3	0	0	0	5	-0.2	-2.1	-12	0.7	-2.8
CCC(C)C(NC(=O)c1ccccc1NC(=O)c1ccco1)C(=O)NNC(=O)c1ccncc1 (stereo not drawn)	-24	-1	16	0	-2	-0.6	-3.3	-8	-0.8	-2.2

Another view of two compounds above:
> COc1cc(OC)cc(C(=O)NC(C(=O)N2CCc3ccccc3C2)C(C)C)c1 (stereo not drawn)
  PfHsp90 yeast 2 = -88; DAGLB inh = -2; Rtt109 HAT inh = 2; Wnt bcat act = -3; Tat transport = -3; CAL PDZ FP = -0.7; AddAB inh = 5.5; PvdQ acylase = -13; phage Ecoli inh = 0.9; Ecoli viability = -0.9
> CCCC(C)NC(C)C(=O)NC1CCCC1 (stereo not drawn)
  PfHsp90 yeast 2 = -7; DAGLB inh = 1; Rtt109 HAT inh = -6; Wnt bcat act = x; Tat transport = 14; CAL PDZ FP = -0.4; AddAB inh = 0.5; PvdQ acylase = -5; phage Ecoli inh = 2.8; Ecoli viability = -1.8

Remaining list, next part.
SMILES	PfHsp90 yeast 2	DAGLB inh	Rtt109 HAT inh	Wnt bcat act	Tat transport	CAL PDZ FP	AddAB inh	PvdQ acylase	phage Ecoli inh	Ecoli viability
COc1ccc(NC(=O)C(OC(=O)c2cnccn2)c2ccccc2)cc1Cl (stereo not drawn)	1	-1	6	2	1	-0.1	-0.3	6	1.4	0.1
CCNC(=S)N1CCCC(c2nc3ccc(C)cc3[nH]2)C1 (stereo not drawn)	17	0	6	-1	-1	-0.4	-0.3	-4	3.1	2.4
C[C@@H]1CN([C@H](C)CO)C(=O)c2cc(NC(=O)Cc3cn(C)c4ccccc34)ccc2O[C@H]1CN(C)S(=O)(=O)c1ccc(F)cc1	-10	-1	0	-5	0	-0.9	-0.9	1	-1.8	-0.8
COc1ccc(-n2cnc3sc4c(c3c2=O)CCCC4)cc1	13	-2	-6	22	2	-3.0	-0.3	-11	1.8	-0.3
Cc1cc(NS(=O)(=O)c2ccc(NC(=O)c3cccc(OC(F)F)c3)cc2)nc(C)n1	19	x	-2	-3	-5	-0.2	1.2	-9	1.4	-0.3
CC1Cc2ccccc2N1C(=O)COC(=O)c1n[nH]c(=O)c2ccccc12 (stereo not drawn)	x	-1	-5	-2	10	-0.7	0.1	10	-0.3	-1.3
C=C(C)C1CC=C(C)/C(=N/NC(=O)c2cccc([N+](=O)[O-])c2)C1 (stereo not drawn)	-1	-1	-1	-3	2	-0.2	1.9	-18	1.6	1.7
Cc1cc(C)nc(N/N=C/c2cccc3ccccc23)n1	-9	-3	0	8	-5	-0.1	-0.9	5	2.1	-0.7
CCOCCCNC(=O)C(NC(=O)CNC(=O)c1ccccc1)c1ccccc1 (stereo not drawn)	x	-3	1	0	7	-0.1	2.0	2	2.0	-1.9
COc1ccccc1NC(=O)CN1C(=O)NC2(CCCCCCC2)C1=O	5	2	-4	0	3	0.3	5.4	-6	2.3	2.0

Ordered by count of non-hydrogen atoms (low to high): six of the compounds above
SMILES	PfHsp90 yeast 2	DAGLB inh	Rtt109 HAT inh	Wnt bcat act	Tat transport	CAL PDZ FP	AddAB inh	PvdQ acylase	phage Ecoli inh	Ecoli viability
C1=Cc2ccccc2Nc2ccccc21	14	1	-9	4	0	-0.1	1.2	7	-1.2	0.4
Cc1cc(C)nc(N/N=C/c2cccc3ccccc23)n1	-9	-3	0	8	-5	-0.1	-0.9	5	2.1	-0.7
COc1ccccc1NC(=O)CN1C(=O)NC2(CCCCCCC2)C1=O	5	2	-4	0	3	0.3	5.4	-6	2.3	2.0
CN(CC(=O)N1CCC(C(N)=O)CC1)S(=O)(=O)c1ccc2ccccc2c1	-3	0	5	-1	-5	-1.7	4.0	16	-2.1	3.0
CCOC(=O)N1CCN(C(=O)Cn2nc(C)c3sc4ccccc4c3c2=O)CC1	1	-2	0	0	-4	-1.2	1.5	-16	0.7	1.2
O=C(CCNC(=O)Cn1ccc2ccccc2c1=O)NCCCN1CCN(c2ccccc2F)CC1	-5	-2	-7	x	2	-2.0	2.6	-9	3.0	-0.6

Following part:
SMILES	PfHsp90 yeast 2	DAGLB inh	Rtt109 HAT inh	Wnt bcat act	Tat transport	CAL PDZ FP	AddAB inh	PvdQ acylase	phage Ecoli inh	Ecoli viability
C/C(=N/NC(=O)CNC(=O)c1ccccn1)c1ccccc1	10	-1	36	2	3	-1.7	0.8	0	1.1	2.9
Cc1noc(C)c1COC(=O)/C=C/c1ccc(Cl)cc1	-19	-2	2	-4	11	-0.5	2.2	-1	3.2	0.9
C/C(=N\NC(=O)COc1ccc(C(C)(C)C)cc1)c1cc2ccccc2o1	17	-4	5	u	-2	-2.2	-0.4	-6	2.4	4.0
CC(C)Cn1c(SCC(=O)c2c(N)n(C)c(=O)n(C)c2=O)nc2ccccc21	6	-1	-10	-1	0	-0.2	2.9	-8	0.2	1.0
COc1cccc(-c2nc(-c3ccncc3)no2)c1	3	-7	-4	35*	6	-1.6	0.2	-11	0.8	0.5
CCCCCCn1c(N2CCC(C)CC2)nc2c1c(=O)[nH]c(=O)n2C	-30	4	13	x	23	-1.0	-3.1	-2	3.4	-0.2
Fc1cccc(CO/N=C/c2c(-c3ccccc3)nc3ccc(Cl)cn23)c1	x	-1	13	-6	-8	-0.4	4.1	8	5.1	-4.4
Cc1noc(C)c1NC(=O)Nc1cccc2c1O[C@@H](CN(C)Cc1ccc3c(c1)OCO3)[C@@H](C)CN([C@H](C)CO)C2=O	-14	-2	-16	-1	11	-0.8	2.6	-7	-0.9	-0.8
N#CCC(=O)Nc1ccc(C(F)(F)F)cc1N1CCOCC1	-2	2	-6	20	5	0.8	2.0	-10	1.6	-0.6
CC(C)(C)NC(=O)NC(=O)CSc1ncccn1	-7	0	1	0	-7	-0.3	1.1	-12	1.6	2.6
Cc1ccc(C=Nc2ccccc2C#N)s1	0	-1	-2	2	-1	0.1	0.9	-17	-0.2	1.6
CC(C)C[C@H](NC(=O)OC(C)(C)C)C(=O)N[C@@H](CO)[C@H](O)[C@@H]1C[C@@H]1C(=O)NC1CCCCC1	-3	2	7	9	9	-3.5	3.1	-9	2.0	1.0
CC1CCC(NC(=O)c2ccc(S(C)(=O)=O)cc2)CC1 (stereo not drawn)	0	-2	-5	3	-7	-2.7	2.0	-3	2.1	1.1
CN(C(=O)CSc1ncnc2sc3c(c12)CCCC3)C1CCS(=O)(=O)C1 (stereo not drawn)	3	0	1	-1	-1	-0.5	-1.4	-7	-1.0	0.8
Cc1cccc(COCC(Cc2ccccc2)N2CCN(C(=O)c3cc(Cl)cc(Cl)c3)CCC2=O)c1 (stereo not drawn)	-36	-7	-1	x	16	-0.3	-0.5	-1	x	-1.1
N#Cc1ccccc1OCC(=O)OCC(=O)c1ccc2c(c1)NC(=O)CO2	7	3	7	-4	-6	-1.1	0.9	-7	3.0	0.9
CC(C)(C)OC(=O)N1CCCC(C(=O)Nc2cccc(C(=O)NCc3ccccc3)c2)C1 (stereo not drawn)	33	0	5	1	9	-2.8	x	-14	2.6	x
COc1ccc(Oc2coc3cc(OC(=O)N4CCOCC4)ccc3c2=O)cc1	4	1	-18	0	8	-1.3	0.8	-6	2.4	1.6
COc1ccc(CNCCNC(=O)c2cccs2)c(OC)c1OC	-20	0	-3	1	-1	-0.9	4.4	-20	4.4	1.8

Look-ups from the results shown:
Cc1cccc(COCC(Cc2ccccc2)N2CCN(C(=O)c3cc(Cl)cc(Cl)c3)CCC2=O)c1 (stereo not drawn) | Tat transport = 16
CC(C)(C)OC(=O)N1CCCC(C(=O)Nc2cccc(C(=O)NCc3ccccc3)c2)C1 (stereo not drawn) | Tat transport = 9

3 entries out of the list above, sorted by their value in Tat transport, falling.
mol | Tat transport
CC(C)(C)OC(=O)N1CCCC(C(=O)Nc2cccc(C(=O)NCc3ccccc3)c2)C1 (stereo not drawn) | 9
Cc1ccc(C=Nc2ccccc2C#N)s1 | -1
CC1CCC(NC(=O)c2ccc(S(C)(=O)=O)cc2)CC1 (stereo not drawn) | -7

Compound activity (PubChem BioAssay)
